ALOX12 inh = blocks human arachidonate 12S-lipoxygenase. P18054. purified 12hLO, xylenol orange hydroperoxide absorbance. Potency, µM (top dose mostly 108 µM), inactives show at the top dose activity change, negative = inhibition, usual class: inhibitors. 580,000 compounds, 1.1% hits; active = well fitted inhibition curve with a large enough effect; inconclusive = small, poorly fitted or top-dose-only effect, or another doubt; inactive = no such curve, though single readings can be large or run the other way
Target sequence (P18054 whole entry, looked up): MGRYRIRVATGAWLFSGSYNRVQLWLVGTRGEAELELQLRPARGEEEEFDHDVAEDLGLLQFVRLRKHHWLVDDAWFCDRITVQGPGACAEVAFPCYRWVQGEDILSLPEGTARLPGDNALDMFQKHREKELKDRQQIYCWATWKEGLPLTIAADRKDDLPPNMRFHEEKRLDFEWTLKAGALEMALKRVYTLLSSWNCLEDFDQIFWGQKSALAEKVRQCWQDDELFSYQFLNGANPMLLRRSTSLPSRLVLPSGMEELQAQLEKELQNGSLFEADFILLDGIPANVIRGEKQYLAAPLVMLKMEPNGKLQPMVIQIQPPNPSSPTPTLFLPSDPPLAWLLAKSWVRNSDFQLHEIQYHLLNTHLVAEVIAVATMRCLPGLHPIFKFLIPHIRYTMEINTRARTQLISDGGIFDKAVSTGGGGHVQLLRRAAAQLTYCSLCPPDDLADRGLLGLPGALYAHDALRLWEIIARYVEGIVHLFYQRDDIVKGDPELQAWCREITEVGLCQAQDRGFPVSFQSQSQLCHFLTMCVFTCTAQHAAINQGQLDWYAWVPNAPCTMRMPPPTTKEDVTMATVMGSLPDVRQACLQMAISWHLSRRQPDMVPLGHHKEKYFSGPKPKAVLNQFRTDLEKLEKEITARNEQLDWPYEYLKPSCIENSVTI
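Hydroperoxide product was detected by ferrous iron/xylenol orange as the 573 to 405 nm absorbance ratio. Arachidonic acid at 40 uM (final) was turned over for 30 min at room temperature by 150 nM human 12hLO, pH 7.0 Hepes buffer, after 15 min compound preincubation.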
Starred values were filed as active, the others as inactive; ? = inconclusive; [ ] = another dose, or the depositor's remark. % is set by controls: 0 for no effect and ±100 for the full control effect; potency is the fitted concentration of half-maximal effect. The list is partial. The share of hits here may be higher or lower than overall.

ALOX12 inh,Molecule
42%[activator],CCC(=O)N1CCCC1c1nc(CCOCC2CCCC2)no1 (stereo unspecified)
36%,CC(C)N1CCC2(CC1)CN(C(=O)C1CCOCC1)Cc1ccccc1O2
9%,O=C(NC1CCN(c2cc(-c3cccs3)[nH]n2)CC1)c1ccc(F)c(Cl)c1
10%[176 µM],CN1CC(=O)N(C2CCC2)Cc2c(NCc3cccs3)ncnc21
42%[activator],Cc1ccc(NC(C)(C)C(=O)N2CCC3(CC2)CN(C)CCN3C)cc1
8%[176 µM],CC/C=C\CCOC(C)=O
-27%[176 µM],NC(=O)C1CCN(CC[C@H]2CN(C(=O)NC3CCCCC3)CC[C@H]2CC(=O)O)CC1
10%,COCC1CN(C(C)=O)CC12CCN(C(=O)c1cccc(C)c1)CC2 (stereo unspecified)
-8%[176 µM],O=C(Nc1cccc(Cl)c1)[C@@H]1C[C@H](c2ccc(F)cc2)N([S+](=O)([O-])C2CC2)C1
21%,CN(C)c1ccc(C(=O)N2CCCC(n3cc(-c4nc(C5CC5)no4)nn3)C2)cc1 (stereo unspecified)
-18%,Cc1cc2c(c(=O)o1)[C@@]1(C(=O)N(C)c3ccc([N+](=O)[O-])cc31)C1=C(CCCC1=O)O2
36%[activator],CS(=O)(=O)N(C1CC1)C1CCOC2(CCN(C(=O)Nc3ccccc3)CC2)C1 (stereo unspecified)
25%,COc1ccc(C(=O)N2CCC(n3cc(-c4nc(C5CC5)no4)nn3)C2)cc1F (stereo unspecified)
8%,O=C(N[C@H]1C[C@H]2C(=O)NC[C@@H](CCC(=O)N3CCN(c4ccccn4)CC3)N2C1)c1cccs1
29%,COc1ccc(CNC(=O)NC2CCc3n[nH]c(=O)n3CC2)cc1 (stereo unspecified)
0%[6.33 µM],CC(=O)N1CC2(CCCN(Cc3cccc(C(N)=O)c3)C2)Cc2ccccc21 (stereo unspecified)
8%,COc1ccc(C(=O)N2CCC3(CC2)CC(CO)N(C(=O)c2ccccc2)C3)cc1F (stereo unspecified)
-1%,O=C(c1cccc(Cl)c1)N1CCN(c2cc(C(F)(F)F)ncn2)CC1
-5%[176 µM],CC1=C[C@@H](CN(C)CCC#N)[C@H](C(C)C)C[C@H]1Cc1nnc(-c2ccc(C)cc2)o1
52%[activator],COC[C@@H]1CN(Cc2ccc(OC)c(OC)c2)C[C@H]1c1ccncc1
3%,Cc1nc2ncccn2c1C(=O)N1C[C@H]2C(=O)NC[C@@]2(C(=O)O)C1
-2%[176 µM],Cc1ccc([C@H]2C[C@@H](O)[C@@H](O)[C@@H]2NCC(C)(C)O)cc1
84%[activator],Cc1nc2c(c(NCCc3cnn(-c4ccccc4)c3)n1)CCNCC2
-7%[176 µM],O=C(Nc1ccsc1)N[C@H]1C[C@H]2C(=O)NC[C@@H](CCC(=O)N3CCCC3)N2C1
?,CN(CC#N)C(=O)[C@H]1CN(Cc2ccccc2)C[C@H]1C(=O)O
62%[activator][176 µM],CCCCN1C(=O)[C@@H]2C[C@@H](O)CN2C2(CN(C3CCCC3)C2)C1=O
0%,COCc1nc(C2CCN(C(=O)c3cn(C)cn3)C2)no1 (stereo unspecified)
?,O=C(c1ccc2ccccc2n1)N1CCC(c2n[nH]c(=O)n2-c2ccccc2)CC1
?,Cc1ccc(NC(=O)N2CCCC(c3nnc(CN(C)C)n3C)C2)cc1C (stereo unspecified)
38%,CC(C)c1cc(C(=O)N2CCN(C)[C@@H]3CS(=O)(=O)C[C@@H]32)nc2ncnn12

In another format: results already given
O=C(NC1CCN(c2cc(-c3cccs3)[nH]n2)CC1)c1ccc(F)c(Cl)c1
- ALOX12 inh: 9%
COc1ccc(C(=O)N2CCC3(CC2)CC(CO)N(C(=O)c2ccccc2)C3)cc1F (stereo unspecified)
- ALOX12 inh: 8%

Continued:
ALOX12 inh,Molecule
-11%,O=C(NS(=O)(=O)c1cccc(F)c1)[C@H]1O[C@@H](n2ccc(=O)[nH]c2=O)[C@H](O)[C@@H]1O
1%[176 µM],CC(C)CCN1CCOc2cc(C(=O)Nc3ccccc3)ccc2C1
33%,CCc1nc(-c2c3n(c(=O)n(Cc4ccc(F)cc4)c2=O)CCCCC3)no1
61%[activator],NS(=O)(=O)c1ccc(C(=O)N2C[C@@H](CN3CCCCC3)[C@@H](CO)C2)cc1
10%,CCSCCNC(=O)c1c(C)noc1-c1cccc(F)c1
-10%,C1CCC(COCCc2noc(C3CCCN3)n2)C1 (stereo unspecified)
49%[activator],CCC(C)NC(=O)C1COC2(CCN(C(=O)CC(C)(C)C)CC2)N1C(=O)c1cccc(C)c1 (stereo unspecified)
10%,Cc1ccc(N2CC(c3noc(-c4cnccn4)n3)CC2=O)cc1 (stereo unspecified)
1%,Cc1nn(-c2ccc(F)cc2)c(C)c1CN1CCCn2nc(CO)cc2C1
-6%,COCCOC1CCN(C(=O)Nc2ccc(C(=O)OC)cc2)CC1
21%,O=C(NC1CCCN(c2cc(-c3ccc(F)cc3)[nH]n2)C1)c1ccc2c(c1)OCO2 (stereo unspecified)
4%[176 µM],NC(=O)CCNC(=O)[C@@]1(O)C[C@@H](O)[C@H](O)[C@@H](NC(=O)c2ccc(F)c(Cl)c2)C1
18%,COC1C(=O)N(c2cccc(F)c2)C12CCN(S(=O)(=O)c1ccccc1C)CC2 (stereo unspecified)
47%[activator],COc1ccc(-c2noc([C@@H]3CCCN3C(=O)C3CCN(C(=O)c4ccccc4)CC3)n2)cc1
52%[activator],Cc1ccc(-c2ccc3nnc(CNC(=O)c4nccc5ccccc45)n3n2)cc1
?,C[C@@H](NC(=O)c1ccccc1)c1c(-c2ccc(Cl)cc2)noc1C(=O)O
19%,Cc1cccc(NC(=O)CC2CCCN(c3cnn(CC4CC4)c(=O)c3)C2)c1 (stereo unspecified)
35%[activator],COCCOc1ccc2c(n1)CCN(C(=O)c1cccc(C)c1)C2
-2%[176 µM],CC(C)Oc1cccc(-c2n[nH]c3c2CC(=O)N(c2ccccc2)C3)c1
13%,COc1ccc(-c2noc(CC3CCN(C(=O)c4ccc(OC)nc4)CC3)n2)cc1
?,Cc1nn(CCC(=O)N[C@H]2CC[C@H]2NC2CCCCC2)c(C)c1C
3%[6.33 µM],Cc1cc(C(=O)NCC(C)C)c2c(C3CCNCC3)noc2n1
1%,CCCc1ccc(S(=O)(=O)N2CCC(n3cnnc3C)CC2)cc1
?,O=C1NCc2ccccc2CC12CCN(Cc1c(F)cccc1Cl)CC2
2%,Cc1ccc(-c2nc(C3CC(=O)N(c4ccc(F)cc4)C3)no2)c(C)c1 (stereo unspecified)
0%,CCOc1ccc(-c2cc3c(=O)n(CCNC(=O)c4ccccc4OC)ccn3n2)cc1
39%[activator],N#Cc1ccc(C(=O)N2CCC3(CC2)CN(c2ncccn2)CC3CO)cc1 (stereo unspecified)
-1%,COc1cccc(C(=O)N2CCC(N3C[C@H](O)C[C@H]3C(=O)NC3CC3)CC2)c1
11%,O=C(NC1CCCCC1)C1CN(C(=O)c2cccc(Br)c2)CC12CCOCC2 (stereo unspecified)
23%,CN(CC1(C)CCOCC1)C(=O)c1ccccc1Cl
2%[6.33 µM],COc1ccc(C2=NOC3(CCCN(C(=O)c4ccc5c(c4)OCO5)C3)C2)cc1 (stereo unspecified)
?,CN(Cc1ccccc1)C(=O)c1cn2ccnc(-c3ccccc3)c2n1
15%[176 µM],C=CCNC(=O)C[C@@H]1CCN(C(=O)c2ccccc2)C[C@@H]1CC
72%[activator],COc1cccc(-c2cn3c(n2)N(C(=O)c2ccoc2)CCC3)c1
43%,CCOCCn1c(=O)[nH]c2cc(C(=O)NCCN3CCOC3=O)ccc21
27%,COc1ccccc1C(=O)N1CCCC(CN2CCC(C)CC2)CC1 (stereo unspecified)
12%,O=C1CCc2cc(NC(=O)c3n[nH]c4ccccc34)ccc2N1
7%[6.33 µM],CCC(=O)N1Cc2ccccc2CC2(CCCN(Cc3cccnc3)C2)C1 (stereo unspecified)
2%[6.33 µM],CC(=O)NCC(=O)N1CCC2(COc3ncccc3[S+](=O)([O-])N2)C1 (stereo unspecified)
84%[activator],COc1ccc(C(=O)N2CCCCC(NC(=O)NCc3ccco3)C2)cc1 (stereo unspecified)
12%,COc1ccc(C(=O)N2CCN(c3cc(-c4ccc(F)cc4)[nH]n3)CC2)cc1
-2%,CCC1=C(C(=O)OC)C(c2cccc(OC)c2)N2C(CC(=O)N3CCC(C)CC3)=CSC2=N1 (stereo unspecified)
-5%,CCN(CC)Cc1cnc2c(C(=O)NC3CCCN(C(C)=O)C3)cnn2c1 (stereo unspecified)
3%,O=C(NC[C@H]1O[C@@H](CO)[C@@H](O)[C@H]1N1CCN(c2ccccc2)CC1)c1ccc(C(F)(F)F)cc1
25%,COc1ccc(C(=O)N2CCCC2c2nc(CCOc3cccc(C)c3)no2)cn1 (stereo unspecified)
-3%,COCC1CN(C)CC12CCN(C(=O)CCCc1ccccc1)CC2 (stereo unspecified)
45%,CCc1ccc(NC(=O)N2CCC(OC3CCN(S(C)(=O)=O)CC3)CC2)cc1
26%,CS(=O)(=O)N1CCCN(C(=O)c2ccoc2)CCNC(=O)CC1c1ccccc1 (stereo unspecified)
3%,CCNC(=O)N1CCC([C@H]2[C@@H](OC)C(=O)N2C(C)C)CC1
12%,CCc1nc2c(c(-c3ccc(O)cc3)n1)CCN(Cc1cccnc1)CC2
9%,CCc1ccc(S(=O)(=O)N2C[C@@H]3C(=O)N(C(CC)c4cccs4)C(=O)[C@@H]3C2)cc1 (stereo partly specified)
-17%,CCc1cccc(NC(=O)N2C[C@@H](F)C[C@H]2C(=O)N2CCc3ccccc3C2)c1
32%[activator],COc1cccc(CC(=O)N2CCCC(c3nc(-c4cccnc4)no3)CCNC(=O)CC2)c1 (stereo unspecified)
34%[activator],O=C(COc1ccc(NC(=O)C2CC2)cn1)NCc1ccccc1F
35%,COc1cccc(CNC(=O)[C@@H]2C[C@@H](O)CN2C2CCN(C(=O)c3ccsc3)CC2)c1
34%[activator][176 µM],Cn1cc(CN2C[C@H](C(=O)Nc3cccnc3)C[C@@H]2c2cccc(C(F)(F)F)c2)cn1
?,CC(C)(C)C(=O)N1CC[C@@H](CC(=O)O)[C@@H](CCN2CCOCC2)C1
10%[176 µM],COc1cc(F)ccc1-c1cc(-c2c(C)noc2C)cc2c1C(=O)N(C)C2
21%,Cc1ccc(C(=O)NCCn2ccn3nc(-c4ccc(C)cc4C)cc3c2=O)cc1
22%[176 µM],COCc1cn([C@H]2CO[C@H]3[C@@H]2OC[C@@H]3NC(=O)c2ccc(N(C)C)cc2)nn1

For convenience, 15 of the compounds above.
ALOX12 inh,Molecule
25%,COc1ccc(C(=O)N2CCCC2c2nc(CCOc3cccc(C)c3)no2)cn1 (stereo unspecified)
-3%,COCC1CN(C)CC12CCN(C(=O)CCCc1ccccc1)CC2 (stereo unspecified)
45%,CCc1ccc(NC(=O)N2CCC(OC3CCN(S(C)(=O)=O)CC3)CC2)cc1
26%,CS(=O)(=O)N1CCCN(C(=O)c2ccoc2)CCNC(=O)CC1c1ccccc1 (stereo unspecified)
3%,CCNC(=O)N1CCC([C@H]2[C@@H](OC)C(=O)N2C(C)C)CC1
12%,CCc1nc2c(c(-c3ccc(O)cc3)n1)CCN(Cc1cccnc1)CC2
9%,CCc1ccc(S(=O)(=O)N2C[C@@H]3C(=O)N(C(CC)c4cccs4)C(=O)[C@@H]3C2)cc1 (stereo partly specified)
-17%,CCc1cccc(NC(=O)N2C[C@@H](F)C[C@H]2C(=O)N2CCc3ccccc3C2)c1
32%[activator],COc1cccc(CC(=O)N2CCCC(c3nc(-c4cccnc4)no3)CCNC(=O)CC2)c1 (stereo unspecified)
34%[activator],O=C(COc1ccc(NC(=O)C2CC2)cn1)NCc1ccccc1F
35%,COc1cccc(CNC(=O)[C@@H]2C[C@@H](O)CN2C2CCN(C(=O)c3ccsc3)CC2)c1
34%[activator][176 µM],Cn1cc(CN2C[C@H](C(=O)Nc3cccnc3)C[C@@H]2c2cccc(C(F)(F)F)c2)cn1
?,CC(C)(C)C(=O)N1CC[C@@H](CC(=O)O)[C@@H](CCN2CCOCC2)C1
10%[176 µM],COc1cc(F)ccc1-c1cc(-c2c(C)noc2C)cc2c1C(=O)N(C)C2
21%,Cc1ccc(C(=O)NCCn2ccn3nc(-c4ccc(C)cc4C)cc3c2=O)cc1

Further entries follow.
ALOX12 inh,Molecule
6%,COc1ccccc1CC(=O)NC1CCN(c2cc(C)cc(C)c2)C1=O (stereo unspecified)
-4%,COc1ccccc1CNC(=O)c1ccc(Cn2ccn3nc4c(c3c2=O)CCCC4)cc1
36%[activator],O=C(NC1CCCCC1)[C@@H]1C[C@@H](O)CN1C1CCN(C(=O)CN2CCCC2=O)CC1
?,Cc1ccc(C(=O)N2CCCC(c3nn(-c4ccc(Cl)cc4)c(=O)[nH]3)C2)cc1 (stereo unspecified)
39%[activator][176 µM],CC(C)C(=O)N1CCOC[C@H](Oc2ccc(C(F)(F)F)cn2)C1
39%,O=C(NCCc1cccs1)C1CCN(C(=O)c2ncn3c2COC(c2ccccc2)C3)CC1 (stereo unspecified)
-18%,COc1ccccc1OCCCN1CC[C@@](C)(O)[C@@H](O)C1
66%[activator][176 µM],CC(=O)N1CCCC2(C1)CN(C)c1ccc(C(=O)NCC(F)(F)F)cc12 (stereo unspecified)
-9%,Cc1ccc(NC(=O)CC2CCCN(c3cnn(CC4CC4)c(=O)c3)C2)c(C)c1 (stereo unspecified)
18%,Cc1cc(C)cc(C(=O)N2CCC(Cc3nc(-c4cnccn4)no3)CC2)c1
62%[176 µM],O=C(N[C@H]1CO[C@H]2[C@@H]1OC[C@@H]2Nc1nccc(-c2cccs2)n1)C1CCCCC1
7%,CCn1ccc(C(=O)N2CCC(C(=O)N3CCCCCCNC(=O)CC3)CC2)n1
92%[activator],c1ccc(-n2cc(CN3CCCN(Cc4cccs4)CC3)nn2)cc1
?,CCn1ccnc1C1CCN(c2nc3ccccc3o2)CC1
-17%,COC(=O)C1=C(C)N(C)C(=NCc2ccccc2C(F)(F)F)NC1c1cccc(F)c1 (stereo unspecified)
2%,CC(CCc1ccccc1)NC(=O)CN1C(=O)NC(c2ccccc2Cl)C2=C1COC2=O (stereo unspecified)

Assay outcomes: PubChem BioAssay, National Center for Advancing Translational Sciences (NCATS)
